# Screens as filed in PubChem.
# RAD54 branch: RAD54 (human) branch migration inhibition; Q92698; RAD54 Holliday junction branch migration, FAM/BHQ fluorescence; inhibition, % at 10.4 µM; hit rate 0.14% among 360,000; AID 602329;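 active = mean normalized replicate activity at least 40 and at least half of replicates scoring 40 or more; inconclusive = only one of the two criteria met; inactive = mean below 40 and under half of replicates reaching 40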;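 note: 0% = median of neutral control wells and 100% = median of positive control wells; inhibitors cause a drop in the FAM fluorescence signal; in these data hits start at about 50%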
# ARNT-TACC3 inh: disruptors of human ARNT/TACC3 interaction | AlphaScreen His-ARNT PAS-B/GST-TACC3 binding, luminescence; TACC3 fragment carries E629A point mutation | inhibition, % at 9.99 µM | hit rate 0.66% among 390,000 | AID 623870;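 active = mean inhibition of replicates at least 50% and at least half of replicates each reaching 50%; inconclusive = half or more replicates reach 50% but mean below 50%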;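 note: 0% = complete ARNT plus TACC3 wells and 100% = ARNT alone without TACC3; many hits fall short of the cut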
# RAD52 anneal inh: inhibitors of human RAD52 DNA annealing; inhibition, % at 18.7 µM; hit rate 0.46% among 360,000; recombinant RAD52 DNA annealing, FRET fluorescence; P43351; AID 651710;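 active = every replicate showing at least 50% inhibition; inconclusive = mean inhibition at least 50% but not in every replicate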
# Target sequence (P43351 whole entry, looked up): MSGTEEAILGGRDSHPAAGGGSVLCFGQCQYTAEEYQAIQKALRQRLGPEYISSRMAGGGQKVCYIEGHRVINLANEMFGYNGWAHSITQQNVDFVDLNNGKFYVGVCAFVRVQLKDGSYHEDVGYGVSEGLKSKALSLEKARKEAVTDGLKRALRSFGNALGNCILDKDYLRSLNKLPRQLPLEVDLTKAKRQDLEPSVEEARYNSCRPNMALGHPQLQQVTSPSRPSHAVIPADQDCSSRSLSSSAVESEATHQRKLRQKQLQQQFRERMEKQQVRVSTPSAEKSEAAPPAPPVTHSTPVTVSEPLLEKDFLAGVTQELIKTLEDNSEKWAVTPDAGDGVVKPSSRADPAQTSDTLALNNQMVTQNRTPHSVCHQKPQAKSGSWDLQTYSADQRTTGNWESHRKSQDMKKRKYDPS
# ERp5 inh: blocks human ERp5 reductase activity on insulin; hit rate 0.05% among 350,000; ERp5 insulin aggregation, absorbance 650 nm, 90 min; inhibition, % at 9.99 µM; AID 651711; Q15084;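 active = mean replicate inhibition above about 25%, with every replicate also reaching it, limit read from the data, passing the limit was not always enough; inconclusive = only one of those two criteria met; inactive = neither criterion met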
# Target sequence (Q15084 whole entry, looked up): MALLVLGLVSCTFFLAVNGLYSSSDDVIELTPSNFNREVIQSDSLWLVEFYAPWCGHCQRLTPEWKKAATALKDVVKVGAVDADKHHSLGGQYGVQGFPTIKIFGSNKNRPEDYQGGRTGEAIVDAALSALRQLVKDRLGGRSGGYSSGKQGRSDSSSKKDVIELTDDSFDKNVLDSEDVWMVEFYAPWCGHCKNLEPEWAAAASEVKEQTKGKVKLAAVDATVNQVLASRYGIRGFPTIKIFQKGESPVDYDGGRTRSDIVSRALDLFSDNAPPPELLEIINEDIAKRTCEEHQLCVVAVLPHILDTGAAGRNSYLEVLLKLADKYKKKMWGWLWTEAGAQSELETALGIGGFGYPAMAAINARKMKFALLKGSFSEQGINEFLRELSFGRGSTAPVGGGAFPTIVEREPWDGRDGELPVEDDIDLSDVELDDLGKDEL
# PglD DTNB: inhibitors of Campylobacter jejuni PglD acetyltransferase; purified PglD enzyme, DTNB colorimetric CoA detection; inhibition, % at 12.5 µM; hit rate 0.098% among 360,000; AID 602405; in the data active = inhibition above about 16%, passing the limit was not always enough; inconclusive = no clear call, values can overlap the other calls; note: strong numbers were not always called active
# esBAF inh: inhibitors of esBAF chromatin remodeling in mouse ES cells; Bmi1-luciferase knock-in reporter, 24 h; 100% = twice the neutral-well signal; reporter increase, % at 12.5 µM; AID 602393; hit rate 2% among 350,000; in the data active = activation above about 40%; inconclusive = no clear call, values can overlap the other calls;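 note: 0% = median of the plate's neutral control wells and 100% = double that signal; a rise in the Bmi1 reporter signal indicates esBAF inhibition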
# E-selectin induc: E-selectin induction on HUVECs. P16581. HUVEC E-selectin immunofluorescence imaging; normalized: neutral wells 0, TNF-alpha wells 100. activation, % at 7.58 µM. hit rate 0.37% among 260,000;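 active = mean E-selectin-positive cell signal at least 10% of the positive control, reached in at least 60% of replicates, without over 20% cell loss; inconclusive = no rule given, readout overlaps actives, possibly toxicity-flagged; inactive = the rest, including those meeting only one limit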;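 note: in these data hits start at about 27%; measured in HUVEC primary endothelial cells; signal is the percent of cells scored E-selectin positive by PE staining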
#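 System: HUVEC, human umbilical vein endothelial cells; quantity: 3,000 cells/well; buffer or medium: EGM-2 medium, gelatin-coated wells; dosing: single-point compound dose; detection: immunofluorescence imaging; evaluation: % PE-positive cells; benchmarks: TNF-alpha, DMSO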
# Casp6 inh: blocks human caspase-6 cleavage activity | P55212 | purified caspase-6, Z-VEID-R110 cleavage fluorescence | inhibition, % at 12.5 µM | hit rate 0.53% among 350,000;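 active = mean inhibition across replicates at least about 35%, with every replicate also reaching that limit, limit read from the data; inconclusive = only one of the two criteria met; inactive = neither criterion met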;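 note: 0% = median of neutral control wells and 100% = no fluorescence left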
# * marks the source's active call; other numbers are inactive results; ? = inconclusive; nt = not tested or not shown; & = joins results of further samples.
nr	SMILES	RAD54 branch	ARNT-TACC3 inh	RAD52 anneal inh	ERp5 inh
1	CCc1ccc(NC(=S)Nc2cccc(OC)c2)cc1	-3	-2	nt	nt
2	CC(=O)Nc1ccc(S(=O)(=O)N(C)CC(=O)NNC(=O)Cc2nc3ccccc3n2C)cc1	nt	38	-10	1
3	Cc1ccc(-c2nc3cc(NC(=O)C(C)C)ccc3o2)cc1C	2	-6	nt	nt
4	C[C@H](CO)N1C[C@H](C)[C@@H](CN(C)CC2CCCCC2)OCCCC[C@H](C)Oc2ccc(NC(=O)Nc3cccc4ccccc34)cc2C1=O	2	35	13	-1
5	C[C@@H]1CCCCO[C@@H](CN(C)C(=O)Nc2ccc(F)cc2)[C@H](C)CN([C@H](C)CO)C(=O)c2cc(NC(=O)C3CCCCC3)ccc2O1	-7	-1	-20	-2
6	COc1ccc(NC(=O)Nc2cccc3c2O[C@H](CN(C)C(=O)Nc2ccccc2)[C@@H](C)CN([C@H](C)CO)C3=O)cc1	1&-2	-1&0	-2	0
7	CN(C)c1cc(Cl)c2nonc2c1N	-40	15	-21	8
8	CCC(=O)N[C@H]1CC[C@@H](CCNS(=O)(=O)c2ccc(Cl)cc2)O[C@H]1CO	-7	3	2	-2
9	COc1cccc(C(=O)NCC(=O)N/N=C/c2cn[nH]c2-c2ccccc2)c1	-3	nt	-20	6
10	COc1cc(Cn2c(=O)oc3ccc(C)cc32)ccc1OC(C)C	-11	-2	nt	nt

nr	PglD DTNB	esBAF inh	E-selectin induc	Casp6 inh
1	-14	11	nt	nt
2	nt	nt	-0.1	0
3	-4	-27	nt	nt
4	10	-6	1.9	1
5	0	4	0.0	-2
6	2&4	7&7	-0.1&0.2	1
7	-1	nt	0.1	99*
8	1	-1	-0.5	0
9	5	7	nt	0
10	2	-6	nt	nt

# Shown as a hit in Casp6 inh (from the list above):
cpd | Compound | ARNT-TACC3 inh | RAD52 anneal inh | ERp5 inh | PglD DTNB | esBAF inh | Casp6 inh
7 | CN(C)c1cc(Cl)c2nonc2c1N | 15 | -21 | 8 | -1 | nt | 99*

# Further results.
nr	SMILES	RAD54 branch	ARNT-TACC3 inh	RAD52 anneal inh	ERp5 inh
11	CCC1CN(C(=O)N2CCC(C(=O)NCc3ccc(OC)cc3OC)CC2)c2ccccc2O1 (stereo unspecified)	-8	-16	-14	4
12	O=C(C[C@H]1CC[C@H](NC(=O)c2ccccc2)[C@H](CO)O1)NCc1ccncn1	-20	-2	-2	-5
13	O=C(OCc1ccccc1F)c1ccc2c(c1)-c1ccccc1C2=O	-14	3	2	0
14	CNC[C@@H]1Oc2cc(C#Cc3ccccn3)ccc2S(=O)(=O)N([C@H](C)CO)C[C@H]1C	6	46*	-52	-3
15	O=C(CCn1c(=O)oc2ccc(Cl)cc21)N1CCN(Cc2ccccc2)CC1	2	-4	-19	0
16	O=S(=O)(c1ccc(F)cc1)N1[C@@H]2CNC[C@H]1C2c1ccc(-c2ccccc2)cc1 (stereo partly specified)	nt	nt	16&30	-5&-3
17	Cc1noc(C)c1NC(=O)N(C)C[C@H]1Oc2ccc(NS(=O)(=O)c3ccccc3)cc2C(=O)N([C@H](C)CO)C[C@H]1C	8	-2	-8	1
18	COc1cccc(CN2C(=O)c3ccccc3S2(=O)=O)c1	-7	9	-11	-3
19	COC1=C/C(=C/c2c(N)n3cc(C)sc3nc2=O)C=CC1=O	-1	3	-328	0
20	COc1cc(SC)ccc1C(=O)NCCc1c[nH]c2ccccc12	0	6	-7	2

nr	PglD DTNB	esBAF inh	E-selectin induc	Casp6 inh
11	3	-2	2.2	-2
12	3	0	-0.2	-2
13	2	44*	nt	1
14	0	-1	-0.1	-2
15	3	-3	1.2	1
16	nt	nt	?	-2&0
17	0	5	0.0	2
18	-2	7	-0.1	1
19	-9	nt	-0.9	3
20	-5	31	0.1	3

# (list continues)
nr	SMILES	RAD54 branch	ARNT-TACC3 inh	RAD52 anneal inh	ERp5 inh
21	CC1CCN(C(=O)c2[nH]cnc2C(=O)NCc2ccccc2)CC1	5	-3	-16	-2
22	COc1ccc(C2c3c(oc4ccc(Cl)cc4c3=O)C(=O)N2CCN2CCOCC2)cc1 (stereo unspecified)	4	-9	-12	-12
23	C[C@@H]1CN(c2ccc(N3CCNC[C@@H]3C)cc2C#N)CCN1Cc1ccccc1	nt	nt	6	4
24	CCCCCCSc1ccc(-c2nc3cnccn3c2NCCCC)cc1	-12	nt	-51	6
25	CCCCC[C@@H](C)N1C[C@H](COCc2ccccc2)Oc2cc(N3CCC[C@H]3CO)ccc2S1(=O)=O	nt	nt	-5	6
26	O=C(Nc1ccc(NC(=O)c2ccccc2)nc1)c1ccncc1	nt	9	-18	-6
27	CCOc1ccc(C2C(C(=O)c3ccc(C)o3)=C(O)C(=O)N2Cc2cccnc2)cc1 (stereo unspecified)	-1	5	-14	-2
28	O=C(NC(=S)Nc1ccc(N2CCN(C(=O)c3ccccc3)CC2)cc1)c1cccs1	2	3	-19	-3
29	C[C@@H]1CCCCO[C@@H](CN(C)C(=O)Nc2ccc3c(c2)OCO3)[C@H](C)CN([C@@H](C)CO)C(=O)c2cc(NC(=O)c3ccncc3)ccc2O1	1	11	10	4
30	Cc1cc(C)cc(OCC(=O)OCC(=O)NC2CC2)c1	2	-1	-12	-4

nr	PglD DTNB	esBAF inh	E-selectin induc	Casp6 inh
21	4	-2	0.5	-2
22	1	nt	-0.2	2
23	nt	nt	0.1	-18
24	4	-14	0.3	2
25	nt	nt	-0.3	-2
26	nt	43*	4.4	0
27	-2	-1	nt	0
28	4	17	0.2	-4
29	7	5	1.3	-1
30	1	-7	0.0	-2

# Compound profiles, from the list above.
# `CCc1ccc(NC(=S)Nc2cccc(OC)c2)cc1` in the list: RAD54 branch: -3; ARNT-TACC3 inh: -2; RAD52 anneal inh: nt; ERp5 inh: nt; PglD DTNB: -14; esBAF inh: 11; E-selectin induc: nt; Casp6 inh: nt
# `CCCCCCSc1ccc(-c2nc3cnccn3c2NCCCC)cc1` in the list: RAD54 branch: -12; ARNT-TACC3 inh: nt; RAD52 anneal inh: -51; ERp5 inh: 6; PglD DTNB: 4; esBAF inh: -14; E-selectin induc: 0.3; Casp6 inh: 2

# Carrying on:
nr	SMILES	RAD54 branch	ARNT-TACC3 inh	RAD52 anneal inh	ERp5 inh
31	CCN1C(=O)C(CC(=O)Nc2ccc(Br)cc2)N(CCCc2ccccc2)C1=S (stereo unspecified)	2	0	nt	nt
32	COC/C=C/C1=CC2=CC(=O)C(C)(OC(=O)c3cnc4ccccc4n3)C(=O)C2=CN1c1ccccc1 (stereo unspecified)	nt	nt	0	1
33	COc1ccc(Nc2cccc3ccccc23)cc1	-4	1	-25	-1
34	O=C(O)CCCn1c(O)c(C=C2N=c3ccccc3=N2)sc1=S	-10	1	-44	5
35	COCCNC(=O)C(c1ccc(O)cc1)N(Cc1ccco1)C(=O)CCC(=O)Nc1nccs1 (stereo unspecified)	3	4	nt	nt
36	O=C(Nc1cc2c3c(c1)C1CCCC1CN3CC1CCCC21)c1ccc([N+](=O)[O-])cc1 (stereo unspecified)	-8	9	nt	nt
37	CC(C)CNC(=O)c1ccccc1NC(=O)/C=C/c1cccc([N+](=O)[O-])c1	nt	9	-5	-3
38	NC(=O)C1CCN(C(=O)C2c3ccccc3C(=O)N3CCc4ccccc4C23)CC1 (stereo unspecified)	-4	10	nt	nt
39	O=C(CC1SC(N2CCOCC2)=NC1=O)Nc1cccc(C(F)(F)F)c1 (stereo unspecified)	-4	-6	-14	1
40	COC(CNC(=O)[C@H](Cc1ccccc1)N1Cc2ccccc2C1=O)OC	-9	-6	-3	3

nr	PglD DTNB	esBAF inh	E-selectin induc	Casp6 inh
31	0	0	nt	nt
32	nt	nt	-0.4	4
33	-1	16	0.2	nt
34	-13	nt	-2.6	41*
35	1	3	nt	nt
36	5	-39	nt	nt
37	nt	nt	-0.3	-4
38	-3	-1	nt	nt
39	4	2	0.1	2
40	8	8	0.2	1

# Additional results follow.
nr	SMILES	RAD54 branch	ARNT-TACC3 inh	RAD52 anneal inh	ERp5 inh
41	CCN(CC)S(=O)(=O)c1ccc(Cl)c(NC(=O)COC(=O)/C=C/c2cc(OC)c(OC)c(OC)c2)c1	-6	4	-13	3
42	CCN1C(=NCC(C)C)N[C@@H](c2cccc(F)c2)C(C(=O)OC)=C1C	2	-7	-13	4
43	Cc1ccc(S(=O)(=O)N2CCCCC2)cc1NC(=O)c1c(-c2ccccc2)noc1C	-16	nt	-2	2
44	Cc1noc(C)c1NC(=O)N(C)C[C@H]1Oc2ccc(NC(=O)C3CCCCC3)cc2CC(=O)N([C@H](C)CO)C[C@H]1C	-1	-13	5	-4
45	COc1ccc(/C=N/NC(=O)CCn2c3ccccc3c3ccccc32)cc1O	-5	4	nt	nt
46	COc1ccc(N2C(=O)CC(Cc3ccc(Br)cc3)C2=O)cc1 (stereo unspecified)	-9	1	-21	2
47	CCN1C(=O)[C@H]2[C@@H](c3ccc(-c4ccc(F)cc4)cc3)N[C@@](Cc3ccccc3)(C(=O)OC)[C@H]2C1=O	1	-1	-23	4
48	CCCn1c(=S)[nH]c2cc(C(=O)NCC3CCCO3)ccc2c1=O (stereo unspecified)	-16	-5	-11	-3
49	Cn1nc(N)nc1N1CCN(c2ccc(F)cc2)CC1	nt	4	-16	1
50	CCCN1C[C@@H](C)[C@@H](OC)CN(C)C(=O)c2ccc(NC(=O)c3cccc(F)c3)cc2OC[C@H]1C	4	-8	-9&0	4&0

nr	PglD DTNB	esBAF inh	E-selectin induc	Casp6 inh
41	1	nt	-1.5	0
42	5	0	0.1	2
43	0	4	-0.6	4
44	0	1	0.0	nt
45	5	7	nt	nt
46	1	-7	-0.2	-7
47	-1	7	0.0	0
48	0	-2	0.4	0
49	nt	nt	nt	1
50	0	-3	-0.1&-0.1	-3&-2

# Remaining list, next part
nr	SMILES	RAD54 branch	ARNT-TACC3 inh	RAD52 anneal inh	ERp5 inh
51	CC1(C)CC(NC(=O)c2ccccc2C(=O)NC2CC(C)(C)NC(C)(C)C2)CC(C)(C)N1	8	-9	-14	-7
52	COc1ccc(OCCN2CCC(C(=O)NC(c3ccccn3)c3ccccc3OC)CC2)cc1 (stereo unspecified)	-18	nt	-7	2
53	CC(c1ccco1)N(C(=O)CSc1ccc(Br)cc1)c1ccccn1 (stereo unspecified)	1	-3	nt	nt
54	O=C(O)C[C@H]1CC[C@H](NC(=O)CCN2CCCCC2)[C@H](CO)O1	nt	nt	-2	-5
55	CCCCN(CCCC)CCCN1CC(=O)N2[C@@H](Cc3c([nH]c4ccccc34)C2(C)C)C1=O	4	1	-10	-4
56	Cc1ccc(-c2cc(C(=O)N/N=C/c3ccccc3O)n[nH]2)o1	1	nt	-10	1
57	CC1Cc2nc(SCC(=O)N3CCOCC3)n(C)c(=O)c2S1 (stereo unspecified)	0	1	-23	-5
58	CO[C@@H]1CN(C)C(=O)c2cc(NS(=O)(=O)c3cccc(C)c3)ccc2OC[C@H](C)NC[C@@H]1C	4	15	-19	-10
59	Cc1ccc(-c2c(C)n([O-])c3c([n+]2=O)CCC3)o1	-9	-4	nt	nt
60	N#Cc1ccccc1OCC(=O)OCC(=O)c1ccc2c(c1)NC(=O)CO2	-1	nt	-18	0
61	O=[N+]([O-])c1ccccc1/C=C/CN1CCCC(CO)C1 (stereo unspecified)	4	4	-10	0

nr	PglD DTNB	esBAF inh	E-selectin induc	Casp6 inh
51	0	nt	nt	-1
52	1	-9	0.8	49*
53	0	16	nt	nt
54	nt	nt	-0.1	-2
55	-5	0	0.9	-1
56	-2	13	nt	0
57	-2	0	0.5	-1
58	4	2	0.0	1
59	1	-6	nt	nt
60	-1	-9	nt	-2
61	3	3	0.1	-6
